High-throughput results (PubChem BioAssay)
Sm TGR block: S. mansoni TGR enzyme inhibition; Q962Y6; purified TGR, DTNB reduction, TNB absorbance 405 nm; Potency, µM (doses to about 114 µM), without a hit: at the highest dose activity change, negative = inhibition, actives largely listed as inhibitors; 360,000 tested, 3% active; also: potency is read from the fitted curve at half-maximal effect; nearly all actives have a fitted effect of over 60% in size
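Kinetic colorimetric format: TGR-catalysed, NADPH-driven DTNB reduction monitored via TNB absorbance. Enzyme dispensed at 20 nM; compound exposure 15 min at room temperature before reaction start.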
LmPK inh: LmPK (Leishmania mexicana) enzyme inhibition. purified LmPK, Kinase-Glo ATP luminescence, 1 h. Potency, µM (series often up to 57.5 µM), for inactives: top-dose activity change, negative = inhibition, actives largely listed as inhibitors. 290,000 tested, 0.37% active. AID 1721; also: potency is read from the fitted curve at half-maximal effect
Target sequence (Q27686 whole entry, looked up): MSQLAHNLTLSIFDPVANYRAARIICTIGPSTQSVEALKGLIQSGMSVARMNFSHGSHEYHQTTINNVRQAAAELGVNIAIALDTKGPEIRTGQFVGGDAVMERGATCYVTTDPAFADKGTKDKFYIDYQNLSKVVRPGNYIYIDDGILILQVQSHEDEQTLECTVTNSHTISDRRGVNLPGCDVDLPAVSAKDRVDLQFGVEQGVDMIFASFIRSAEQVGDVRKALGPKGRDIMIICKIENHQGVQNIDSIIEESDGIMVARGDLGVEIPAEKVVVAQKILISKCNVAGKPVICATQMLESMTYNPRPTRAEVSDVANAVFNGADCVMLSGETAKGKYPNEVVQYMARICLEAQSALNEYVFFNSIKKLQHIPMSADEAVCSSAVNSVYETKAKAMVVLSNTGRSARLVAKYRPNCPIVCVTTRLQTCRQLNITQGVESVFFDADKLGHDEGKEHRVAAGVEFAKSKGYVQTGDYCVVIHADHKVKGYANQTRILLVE
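ATP generated from ADP (0.1 mM) and PEP (0.5 mM) by 0.1 nM LmPK over 1 h at room temperature (pH 7.2 imidazole buffer) was detected by coupled luciferase luminescence. Values were normalized to uninhibited and no-enzyme wells.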
AMA1-RON2 inh: disrupts binding of P. falciparum AMA1 to RON2; AlphaScreen AMA1-biotinylated RON2 peptide binding; 360,000 tested, 0.2% active; Potency, µM (titrated, usually from 58.2 µM), without a hit: top-dose activity change, negative = inhibition, usual class: inhibitors; AID 720542;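 also: potency is read from the fitted curve at half-maximal effect; 0% = vehicle wells and -100% = peptide control; nearly all actives have a fitted effect of over 45% in size; some results filed as inactive show a strong effect at the top dose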
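AMA1 (3D7) with his tag at 25 nM final met compounds first, then biotinylated RON2 peptide at 25 nM; detection used donor plus acceptor beads, 10 µg/mL apiece, read by AlphaScreen after 30 min at room temperature.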
HCMV inh: inhibitors of human cytomegalovirus; HFF cells, HCMV-luciferase reporter, 72 h; hits give low values; activity change, negative = inhibition, % at 57.5 µM; 410,000 tested, 4.5% active; AID 1259415; in the data active = activity change below about -60%; inconclusive = no clear call, values can overlap the other calls; inactive = above about -39%
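Cell-based, HFFs, 1000 cells/well, 16 h 37C; cpds in DMSO + HCMV-luc, MOI 1 PFU/cell; 72 h 37C; OneGlo luminescence after 5 min RT; norm. to buffer vs Salinomycin 10uM.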
AmpC no deterg: blocks E. coli AmpC beta-lactamase in detergent-free assay; Potency, µM (series often up to 57.1 µM), for inactives: at the highest dose activity change, negative = inhibition, most hits filed as inhibitors; AmpC nitrocefin hydrolysis, absorbance 480 nm, 0.0001% Triton; 330,000 tested, 0.52% active;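 also: potency is read from the fitted curve at half-maximal effect; plate controls were no compound for no effect and no enzyme for full effect; nearly all actives have a fitted effect of over 20% in size; some results filed as inactive show a strong effect at the top dose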
Target sequence (P00811 whole entry, looked up): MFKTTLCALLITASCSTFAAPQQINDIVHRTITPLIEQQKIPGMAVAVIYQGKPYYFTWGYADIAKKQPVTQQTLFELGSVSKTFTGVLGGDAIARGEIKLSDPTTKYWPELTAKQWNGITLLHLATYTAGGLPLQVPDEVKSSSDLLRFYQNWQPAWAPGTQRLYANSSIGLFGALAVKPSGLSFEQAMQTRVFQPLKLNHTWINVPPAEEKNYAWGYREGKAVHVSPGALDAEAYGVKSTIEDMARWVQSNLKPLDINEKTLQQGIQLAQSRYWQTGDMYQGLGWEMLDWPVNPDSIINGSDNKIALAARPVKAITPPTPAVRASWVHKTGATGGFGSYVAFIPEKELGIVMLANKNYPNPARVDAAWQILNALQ
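20 mM phosphate pH 7.0 + 0.01% (detergent screen) or 0.0001% Triton X-100; 5.3 nM AmpC reagent; cpd preinc 15 min RT; nitrocefin (800 uM stock) to start; A480 q20 s × 4 min; Activity was normalised to no-enzyme and no-compound control wells.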
TbPYK inhibitor: inhibitors of Trypanosoma brucei pyruvate kinase. Q57TT1. TbPYK enzyme, Kinase-Glo Plus ATP luminescence, 45 min. Potency, µM (doses to about 76.8 µM), for inactives: at the top dose activity, negative = inhibition, hits mostly inhibitors. 410,000 tested, 0.12% active. AID 624173; also: potency is read from the fitted curve at half-maximal effect; nearly all actives have a fitted effect of over 50% in size
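Screened from lowest to highest concentration, compounds were pinned into TbPYK/substrate mixtures, and ADP (130 uM final) was added. Plates sat at room temperature for 45 min prior to Kinase-Glo Plus detection by luminescence.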
AmpC detergent: AmpC beta-lactamase inhibition with detergent present | P00811 | AmpC hydrolysis of nitrocefin, absorbance 480 nm, 0.01% Triton | Potency, µM (doses to about 114 µM), without a hit: top-dose activity change, negative = inhibition, hits mostly inhibitors | 370,000 tested, 0.041% active | AID 485294;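 also: potency is read from the fitted curve at half-maximal effect; 0% = no-compound wells and -100% = no-enzyme wells; nearly all actives have a fitted effect of over 25% in size; some results filed as inactive show a strong effect at the top dose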
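20 mM phosphate pH 7.0 + 0.01% (detergent screen) or 0.0001% Triton X-100; 5.3 nM AmpC reagent; cpd preinc 15 min RT; nitrocefin (800 uM stock) to start; A480 q20 s × 4 min; Activity was normalised to no-enzyme and no-compound control wells.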
* marks the source's active call; other numbers are inactive results; u = inconclusive; x = not tested or not shown; [ ] = another dose, or the depositor's remark. Unless noted, calls follow the shape of the dose curve; as a rule, active = well fitted curve in the direction sought with a large enough effect; inconclusive = small, poorly fitted or top-dose-only effect, or another doubt; inactive = no such curve, though single readings can be large; an effect the other way counts as inactive or inconclusive. Unless noted, % is scaled to controls: 0 for no effect and ±100 for the full control effect.

No. | canonical_smiles | AMA1-RON2 inh | HCMV inh | AmpC no deterg | TbPYK inhibitor | Sm TGR block | AmpC detergent | LmPK inh
1 | Cc1nnc(SCc2ccccc2Cl)n1CC1CCCO1 (stereo unspecified) | -18% | 22 | 59% | -12% | -8% | -11% | 1%
2 | O=C(/C=C/Nc1ccc(F)cc1)c1cccs1 | -4% | 17 | x | -14% | x | x | x
3 | CC(C)(Oc1ccc(CCNC(=O)c2ccc(-c3ccccc3)o2)cc1)C(=O)O | -1% | -4 | -38% | 3% | -14% | u | 2%
4 | Cc1ccc2c(c1C)NC(=O)C2(O)CC(=O)c1ccc2c(c1)OCO2 (stereo unspecified) | -1% | 64 | -29% | 0% | 0% | u | -11%
5 | CCN(CC)S(=O)(=O)c1ccc(S(=O)(=O)Nc2c(C)nn(C)c2C)cc1 | -2% | -73* | -4% | 1% | 0% | 1% | x
6 | Cc1ccc(-c2nnc(N3CCC(C)CC3)c3ccccc23)cc1 | -8% | -32 | -44% | 6% | 4% | -7% | 0%
7 | CCOC(=O)[C@]12CCC=C1N(Cc1cccc3ccccc13)C(=O)[C@H](CC(=O)NCC1CCCCC1)C2 | -3% | -24 | x | 2% | x | x | x
8 | Cn1cc([N+](=O)[O-])c(C(=O)N/N=C/c2ccncc2)n1 | 20% | u | -6% | 1% | 0% | -3% | -1%
9 | COc1ccc(C(=O)COC(=O)c2ccc(OC)c(OC)c2)cc1OC | 0% | -27 | -7% | 2% | -21% | u | -10%
10 | Cc1ccc(S(=O)(=O)Nc2cccc(C(=O)NCCN3CCOCC3)c2)cc1F | 20% | -24 | -21% | 1% | 0% | -17% | x
11 | O=C(NC1CCCC1)c1cccc(S(=O)(=O)N2CCOCC2)c1 | 6% | -103* | -6% | -5% | 0% | u | x
12 | CCOc1ccc2nc(N(CCN(CC)CC)C(=O)c3cccc([N+](=O)[O-])c3)sc2c1 | 4% | -28 | -13% | 0% | 1% | 1% | 3%[11.5 µM]
13 | CCOCCCNC(=O)C(c1ccc(Cl)cc1)N(Cc1ccc2c(c1)OCO2)C(=O)c1ccccc1O (stereo unspecified) | x | 2 | x | 2% | -6% | 8% | x
14 | O=C(O)CCN=C1CCCc2ccccc2N1 | 6% | 7 | 2% | -3% | 0% | -15% | 2%
15 | C#CCOCCOCCOCCNc1nc(N2CCOCC2)nc(N2CCN(C(=O)[C@H](CCCCN)n3cc([C@@H](N)CC(C)C)nn3)CC2)n1 | 28% | -11 | 55% | 2% | -27% | 6% | 0%
16 | CCc1nc(SCC(=O)N2CCc3ccccc32)c2oc3ccccc3c2n1 | 10% | 1 | x | -2% | x | x | x
17 | CCC(Br)C(=O)Nc1ccc(OC)cc1 (stereo unspecified) | -12% | -13 | -21% | -11% | u | -9% | 5%
18 | COc1ccc(C(CNC(=O)c2oc3ccc(F)cc3c2C)N2CCCCC2)cc1 (stereo unspecified) | -20% | -20 | 50% | 3% | -5% | -9% | -2%
19 | CC12CCC(C(=O)NCc3ccccc3)(OC1=O)C2(C)C (stereo unspecified) | -4% | 2 | -18% | -2% | 12% | u | 2%
20 | Cc1ccc(-c2cnn3c(N4CCOCC4)cc(C)nc23)cc1 | 35%[activator] | -22 | 89%[activator] | -1% | -1% | -7% | -3%
21 | Brc1ccc(N=NNc2ccccc2)cc1 | -4% | 26 | -47% | 1% | -23% | -9% | -4%
22 | Cc1ccc(-c2nnc(Nc3ccc4c(c3)nc(C)n4C)c3ccccc23)cc1 | -6% | -13 | 67%[activator] | 0% | -3% | u | 3%
23 | COC(=O)C(=O)/C=C(\O)c1c(C)cc(C)cc1C | 17% | 35 | -19% | -11% | 2% | 3% | -1%
24 | COCCCNS(=O)(=O)c1ccc2c(c1)CCN2C(C)=O | -1% | -35 | x | -6% | 14% | -8% | 1%
25 | O=C(CSc1nc2c(c(=O)[nH]1)CCCC2)Nc1ccc(Cl)cc1F | -10% | 75 | -34% | 3% | 2% | -15% | 3%
26 | O=C(Nc1ccccc1)N1CCC(=S)Nc2ccccc21 | 23% | 50 | -29% | -1% | -6% | -11% | -4%
27 | O=C(NNC(=S)Nc1ccccc1)c1ccccc1[N+](=O)[O-] | 46%[activator] | 42 | 42% | -14% | 22% | -2% | -7%
28 | Cc1ccc(NC(=O)COC(=O)CN2C(=O)NC3(CCCC3)C2=O)cc1F | -4% | 25 | -20% | 4% | -18% | 2% | x
29 | COc1ccc(CCNC(=O)C2CCCN2C(=O)NC2CCCCC2)cc1OC (stereo unspecified) | -13% | 29 | 0% | -6% | -23% | -5% | -1%
30 | Cc1ccccc1OCC(=O)Nc1cccc2nsnc12 | 8% | 50 | -18% | -7% | -7% | u | 3%
31 | Cc1cccc(C(=O)OC(C)C(=O)Nc2ccc(S(=O)(=O)Nc3ncccn3)cc2)c1C (stereo unspecified) | -13% | -20 | -48% | -2% | -4% | -3% | x
32 | Cc1ccc(C)c(NS(=O)(=O)c2ccc3[nH]c(=O)oc3c2)c1 | -7% | -23 | -27% | 3% | x | 6% | 2%
33 | O=C(O)Cc1ccc(C(=O)c2ccc(Cl)cc2Cl)s1 | 8% | -19 | -43% | -3% | 5% | 0% | -3%
34 | Cc1nc(-c2ccc(Cl)cc2)sc1C1(C)CC(c2cccc(F)c2)=NO1 (stereo unspecified) | 4% | u | 1% | 0% | -5% | 2% | 0%
35 | COCCn1c(SCc2ccc(OC)c(F)c2)nnc1-c1ccncc1 | 7% | -1 | 1% | -2% | -2% | -4% | 1%
36 | CC(=O)c1cc(-c2ccccc2)n(CC(=O)Nc2cc(C)cc(C)c2)c1C | -8% | -20 | -59% | -1% | 0% | -9% | -5%
37 | COC(=O)CSc1nnc(CNC(=O)c2cccs2)n1-c1cc(OC)ccc1OC | 4% | 22 | -2% | -6% | 1% | 3% | -3%
38 | O=C1NC(=O)C(=Cc2ccc(SC3CCCCC3)o2)C(=O)N1 | 0% | 172 | -50% | u | 40µM* | -8% | -8%
39 | CS(=O)(=O)c1ccc([C@@H](O)[C@@H](CF)NC(=O)C(Cl)Cl)cc1 | -8% | 22 | -2% | -3% | -6% | 4% | x
40 | O=C(O)CCc1nnc(SCC(=O)Nc2ccc(Br)cc2)[nH]c1=O | -6% | -30 | -23% | -8% | 3% | u | -3%
41 | COc1ccc(C2=Nn3c(nnc3-c3ccncc3)SC2)cc1 | 2% | -37 | -14% | 12% | -2% | u | 12%
42 | COc1cccc(CNC(=O)c2cc3c(s2)-c2ccccc2OC3)c1 | x | -12 | x | 3% | 5% | -10% | x
43 | CCOC(=O)c1c(C)n(C)c2ccc(OC)c(NC(=O)CN3CCN(Cc4ccccc4)CC3)c12 | -1% | 9 | 191%[activator] | -6% | 11% | 0% | 2%
44 | O=c1[nH]c(=S)n(Cc2ccc(F)cc2)c(O)c1/C=N/N1CCCCCC1 | 31%[activator] | -9 | -39% | -6% | -1% | -14% | -1%
45 | Cn1c(N)c(C(=O)c2cc(-c3ccncc3)nc3ccccc23)c(=O)n(C)c1=O | -16% | 64 | -3%[11.4 µM] | 0% | 9% | -12% | 4%
46 | O=C(NCCC1CCCCN1S(=O)(=O)c1cccs1)C(=O)Nc1cccc(F)c1 (stereo unspecified) | -15% | -32 | -10% | 9% | -5% | 0% | x
47 | CCOC(=O)C1=C2NC(=O)c3ccccc3N2C(=O)C1 | 4% | -38 | 6% | -2% | u | -2% | -3%
48 | CCOc1ccc(NC(=O)Cn2nc(Cc3cccnc3)c3ccccc3c2=O)cc1 | x | u | x | 0% | 9% | 8% | x
49 | O=C(NC(=S)NCCC1=CCCCC1)c1ccccc1Br | -27% | -27 | u | -11% | 2% | -4% | 4%
50 | Cc1csc(Sc2ccc([N+](=O)[O-])cc2C(=O)OCC(=O)NC(=O)NC(C)(C)C)n1 | -20% | -2 | -16% | -7% | -13% | u | 2%

An excerpt from above in order of heavy-atom count, highest first.
No. | canonical_smiles | AMA1-RON2 inh | HCMV inh | AmpC no deterg | TbPYK inhibitor | Sm TGR block | AmpC detergent | LmPK inh
31 | Cc1cccc(C(=O)OC(C)C(=O)Nc2ccc(S(=O)(=O)Nc3ncccn3)cc2)c1C (stereo unspecified) | -13% | -20 | -48% | -2% | -4% | -3% | x
48 | CCOc1ccc(NC(=O)Cn2nc(Cc3cccnc3)c3ccccc3c2=O)cc1 | x | u | x | 0% | 9% | 8% | x
37 | COC(=O)CSc1nnc(CNC(=O)c2cccs2)n1-c1cc(OC)ccc1OC | 4% | 22 | -2% | -6% | 1% | 3% | -3%
29 | COc1ccc(CCNC(=O)C2CCCN2C(=O)NC2CCCCC2)cc1OC (stereo unspecified) | -13% | 29 | 0% | -6% | -23% | -5% | -1%
36 | CC(=O)c1cc(-c2ccccc2)n(CC(=O)Nc2cc(C)cc(C)c2)c1C | -8% | -20 | -59% | -1% | 0% | -9% | -5%
44 | O=c1[nH]c(=S)n(Cc2ccc(F)cc2)c(O)c1/C=N/N1CCCCCC1 | 31%[activator] | -9 | -39% | -6% | -1% | -14% | -1%
41 | COc1ccc(C2=Nn3c(nnc3-c3ccncc3)SC2)cc1 | 2% | -37 | -14% | 12% | -2% | u | 12%
38 | O=C1NC(=O)C(=Cc2ccc(SC3CCCCC3)o2)C(=O)N1 | 0% | 172 | -50% | u | 40µM* | -8% | -8%
39 | CS(=O)(=O)c1ccc([C@@H](O)[C@@H](CF)NC(=O)C(Cl)Cl)cc1 | -8% | 22 | -2% | -3% | -6% | 4% | x

Next section.
No. | canonical_smiles | AMA1-RON2 inh | HCMV inh | AmpC no deterg | TbPYK inhibitor | Sm TGR block | AmpC detergent | LmPK inh
51 | COC(=O)c1cn(-c2cccc(C)n2)cn1 | 1% | -30 | -3% | -3% | -3% | 0% | 3%
52 | COC(=O)C1CSC(C(=O)OC)N1C(=O)CN1CC(C)OC(C)C1 (stereo unspecified) | 9% | -6 | u | 0% | -15% | 1% | -1%
53 | CC(C)NC(=O)C1(C)CCN1C(=O)c1ccccc1 (stereo unspecified) | 5% | -12 | x | -3% | x | x | x
54 | Cc1c(/C(O)=C2/C(=O)C(=O)N(CCN3CCOCC3)C2c2cccnc2)cnn1-c1ccccc1 (stereo unspecified) | 8% | -35 | -3% | -5% | u | -7% | 2%
55 | COc1ccccc1/C=C1\SC(=S)N(CCC(=O)Nc2nnc(C)s2)C1=O | -7% | -16 | -23% | 3% | -9% | -3% | -2%
56 | COc1cc(C(=O)Nc2ccc3oc(-c4ccc(C)c(Br)c4)nc3c2)cc(OC)c1OC | x | 1 | x | 3% | 2% | 12% | x

The order is random, and some 7.4% of all compounds hit somewhere here.
